# mABHD4 FP: inhibits mouse alpha/beta hydrolase domain 4. 370,000 tested, 0.54% active. Q8VD66. AID 720543. purified mABHD4, FP-Rh probe fluorescence polarization. inhibition, % at 8.92 µM;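 active = inhibition exceeding the mean over every tested compound plus 3 SD, cut at about 30% in these data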;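 note: 0% = plate median of compound wells and 100% = S159A mutant with DMSO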
#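 Test system: mABHD4 protein; Read-out basis: % inhibition; Incubation: 45 min + 60 min at 25 °C; Repeats: single replicate; Technique: fluorescence polarization with parallel and perpendicular emission, 525/598 nm; Compound: 8.92 µM, single dose; Benchmarks: full inhibition S159A mutant plus DMSO, zero as sample-well median.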
# Tn7 DDE FP: DD(E)-Tn7 binding inhibition, primary FP screen. FP displacement of FITC-Tn7 peptide from fibrin DD(E); 0% = median of compound wells per plate. P02675. 370,000 tested, 0.13% active. inhibition, % at 8.3 µM;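 active = inhibition above the mean of compounds falling within the control limits plus 3 SD of them, cut at about 14% in these data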;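 note: 0% = plate median of compound wells and 100% = 10 µM Aha-Tn7 peptide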
#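 Assay system: human fibrin DD(E). Input: DD(E) 2 µM final. Medium: Tris buffer with calcium and detergent, pH 7.8. Compound dosing: single point at 8.3 µM. Timing: 10 min plus 3 h, room temperature. Technique: fluorescence polarization of the labelled Tn7 tracer. Read-out: percent inhibition. Replicates: singlicate testing.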
# UHRF1 MBD2 ctr: blocks human UHRF1 binding to methylated DNA; Q96T88; UHRF1 binding to methylated oligo, TR-FRET; inhibition, % at 4.4 µM; 370,000 tested, 0.75% active; AID 687016; in the data active = inhibition above about 21%;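 note: UHRF1 SRA domain binding a hemimethylated CpG hairpin DNA probe; 0% = median of test compound wells and 100% = reference inhibitor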
# Target sequence (Q96T88 whole entry, looked up, the tested form may be a part): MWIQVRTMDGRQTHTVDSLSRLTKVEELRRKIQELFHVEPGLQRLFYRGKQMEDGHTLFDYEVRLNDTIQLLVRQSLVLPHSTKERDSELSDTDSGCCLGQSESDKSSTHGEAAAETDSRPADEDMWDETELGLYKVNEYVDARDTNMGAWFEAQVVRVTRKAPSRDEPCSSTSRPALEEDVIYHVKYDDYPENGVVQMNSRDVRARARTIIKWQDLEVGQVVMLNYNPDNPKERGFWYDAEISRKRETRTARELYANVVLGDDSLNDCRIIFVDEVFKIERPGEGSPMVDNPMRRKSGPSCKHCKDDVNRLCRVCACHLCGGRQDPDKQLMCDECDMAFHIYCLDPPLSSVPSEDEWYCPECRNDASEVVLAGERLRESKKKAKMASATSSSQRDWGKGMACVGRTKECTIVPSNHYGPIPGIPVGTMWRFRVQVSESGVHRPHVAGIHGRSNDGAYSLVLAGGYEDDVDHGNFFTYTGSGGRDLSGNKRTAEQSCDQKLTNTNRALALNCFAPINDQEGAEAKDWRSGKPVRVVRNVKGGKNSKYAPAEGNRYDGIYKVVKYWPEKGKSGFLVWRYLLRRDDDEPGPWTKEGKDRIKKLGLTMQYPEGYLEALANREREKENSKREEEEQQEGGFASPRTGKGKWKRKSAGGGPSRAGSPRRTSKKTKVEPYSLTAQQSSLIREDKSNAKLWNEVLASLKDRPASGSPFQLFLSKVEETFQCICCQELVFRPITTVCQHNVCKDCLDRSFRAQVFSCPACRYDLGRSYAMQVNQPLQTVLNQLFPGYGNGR
# TCR-CD3 inh: human TCR-CD3 binding inhibition; TAMRA-labeled TCR probe fluorescence, biochemical; AID 651800; 360,000 tested, 0.37% active; inhibition, % at 9.4 µM; in the data active = inhibition above about 19%;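 note: recombinant mutant TCR 2C K166C tagged with TAMRA read by polarization; 0% = receptor in buffer alone and 100% = receptor with positive control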
# HTRA1 inh: HTRA1 (human) protease inhibition; recombinant HTRA1, FP-rhodamine activity-based probe, fluorescence polarization; inhibition, % at 5.96 µM; 340,000 tested, 0.5% active; AID 504803; in the data active = inhibition above about 36%;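 note: 0% = enzyme with DMSO and 100% = wells lacking enzyme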
# TDP2 absorb: blocks human TDP2 phosphodiesterase activity. O95551. recombinant TDP2, T5PNP hydrolysis, p-nitrophenol absorbance 415 nm. inhibition, % at 12.8 µM. 370,000 tested, 0.34% active;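 active = inhibition above the mean of all tested compounds plus 3 SD, set per campaign, cut at about 25% in these data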;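 note: 0% = DMSO with enzyme and 100% = buffer with substrate but no TDP2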
#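 Read-out basis: percent inhibition. System: recombinant human TDP2. Buffer or medium: Mg2+-containing Tris-HCl buffer, pH 7.5. Repeats: single replicate. Timing: reaction 2 h, 37 °C. Benchmarks: high control without enzyme, low control DMSO plus TDP2. Probe or stimulus: 5 mM T5PNP. Doses: 12.8 µM only. Measured by: epi absorbance of p-nitrophenol freed from T5PNP by hydrolysis.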
# LEDGF integ inh: blocks HIV-1 LEDGF/p75-dependent DNA integration. TR-FRET IN-LEDGF/p75 DNA integration, Eu/Cy5. inhibition, % at 3.7 µM. 370,000 tested, 0.64% active. AID 743269;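 active = inhibition above the screen-wide mean plus 3 SD, cut at about 13% in these data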;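 note: signal is the Cy5 over europium emission ratio at 671 and 618 nm; 0% = plate median of compound wells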
# PRMT1 FP inh: PRMT1 (human) inhibition, primary screen | Q99873 | recombinant PRMT1, activity-based probe fluorescence polarization | inhibition, % at 2.79 µM | 370,000 tested, 1.3% active | AID 652257;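 active = inhibition above about 21% made by adding two undisclosed values, limit read from the data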
# SIAE primary: blocks human sialic acid acetylesterase; Q9HAT2; AID 1053197; 370,000 tested, 0.69% active; SIAE FP-Rh probe binding, fluorescence polarization; inhibition, % at 9.66 µM;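 active = inhibition above a cutoff: mean of compounds within the control limits plus 3 SD of those, cut at about 17% in these data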;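 note: 0% = plate median of compound wells and 100% = probe without SIAE protein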
# PG9 binder: PG9 antibody binding by small molecule | TR-FRET gp120-PG9 antibody binding | inhibition, % at 6.7 µM | 360,000 tested, 0.43% active | AID 624416; in the data active = inhibition above about 8.5%
# Starred values were filed as active, the others as inactive; x = not tested or not shown.
SMILES,mABHD4 FP,Tn7 DDE FP,UHRF1 MBD2 ctr,TCR-CD3 inh,HTRA1 inh,TDP2 absorb,LEDGF integ inh,PRMT1 FP inh,SIAE primary,PG9 binder
CCN1/C(=C/c2ccc3cccc(C)c3[n+]2CC)Sc2ccccc21,-46,-26,-29,-1,-7,-17,2,-15,-14,-8.0
CN(C(=O)c1cccc(NC(=O)Cc2cccc(NC(=O)C3CCCN(C(=O)C4CCC4)C3)c2)c1)C1CC1 (centres undefined),4,4,0,-6,-1,10,1,-1,-3,1.3
C=CCN1C(=O)c2ccccc2Sc2ccc(C(=O)NCCC)cc21,-8,-4,-1,0,1,2,7,-1,7,1.6
COCC(=O)OCC(=O)Nc1cc(C)c(C)cc1[N+](=O)[O-],2,9,-4,4,4,-6,1,-6,5,-0.6
CCOC(=O)C(=O)Nc1cc(C)nn1-c1nc2ccccc2[nH]1,-5,1,-2,15,17,2,3,-1,-2,1.3
O=c1ccc2cc([N+](=O)[O-])c(CCO)cc2o1,-7,1,-2,4,-4,-4,3,1,2,0.3
CCCc1cc(=O)oc2c(C)c(OCC(=O)Nc3ccc(CN4CCOCC4)cc3)ccc12,-2,-2,-4,-2,0,7,-4,0,-6,-1.0
COC(=O)CNC(=O)C(NC(=O)OCc1ccccc1)C(C)C (centres undefined),1,5,1,6,-4,-3,2,-9,4,-0.7
Nc1nc(NC(=O)c2ccc(Cl)cc2)nn1-c1ccccc1,-8,-1,-2,0,18,2,1,-3,-3,-1.2
COC(=O)[C@@]12C[C@@H](CC(=O)NCCCN3CCCC3=O)C(=O)N(Cc3ccco3)C1=CCC(C)(C)C2,13,4,3,0,x,5,-3,6,7,-1.1
C[C@H](CO)N1C[C@H](C)[C@@H](CN(C)Cc2ccc(C(=O)O)cc2)Oc2c(NS(=O)(=O)c3cccs3)cccc2C1=O,1,4,0,3,1,1,-4,2,-2,0.8
COc1ccc(CCN=C(N)NS(=O)(=O)c2ccccc2)cc1,-12,5,3,1,-3,-5,-2,4,-6,-2.3
COc1ccc(NC(=O)C(C)Sc2nnc3c4c(nc(-c5ccc(OC)cc5)n23)CC(C)(C)OC4)cc1 (centres undefined),-2,-7,-1,-4,-10,-2,-1,-3,4,-0.4
COc1ccc(N2CCN(C(=O)CCCN3C(=O)c4cccc5cccc(c45)C3=O)CC2)cc1,-6,-8,-5,5,-9,12,-2,2,0,-0.5
O=C(Cn1ncc2c(=O)oc3ccccc3c21)N1CCN(C(=O)c2ccco2)CC1,-5,3,0,2,3,4,-2,1,-1,0.3
CNC(=O)C(=O)NCC1OCCCN1S(=O)(=O)c1cccs1 (centres undefined),-1,-3,-2,2,5,12,1,0,2,-2.6
Cc1nc(N/N=C/c2ccccn2)sc1C,14,2,-4,2,x,-4,-4,3,11,-7.7
COc1ccc(OC)c(NC(=O)Nc2cc(C(=O)O)ccc2C)c1,5,-8,1,9,-7,-7,1,2,-1,-2.3
CCOC(=O)C1=C(C)NC(=S)NC1/C=C/c1ccccc1 (centres undefined),-1,3,0,4,-7,2,-3,3,7,-1.4
CC(NC(=O)c1ccc(F)cc1)c1ccccc1 (centres undefined),-1,1,-1,4,2,6,-3,-2,-1,0.5

# An excerpt from above in order of the PRMT1 FP inh value, highest first.
SMILES,mABHD4 FP,Tn7 DDE FP,UHRF1 MBD2 ctr,TCR-CD3 inh,HTRA1 inh,TDP2 absorb,LEDGF integ inh,PRMT1 FP inh,SIAE primary,PG9 binder
C[C@H](CO)N1C[C@H](C)[C@@H](CN(C)Cc2ccc(C(=O)O)cc2)Oc2c(NS(=O)(=O)c3cccs3)cccc2C1=O,1,4,0,3,1,1,-4,2,-2,0.8
O=c1ccc2cc([N+](=O)[O-])c(CCO)cc2o1,-7,1,-2,4,-4,-4,3,1,2,0.3
CNC(=O)C(=O)NCC1OCCCN1S(=O)(=O)c1cccs1 (centres undefined),-1,-3,-2,2,5,12,1,0,2,-2.6
CCN1/C(=C/c2ccc3cccc(C)c3[n+]2CC)Sc2ccccc21,-46,-26,-29,-1,-7,-17,2,-15,-14,-8.0

# Continued:
SMILES,mABHD4 FP,Tn7 DDE FP,UHRF1 MBD2 ctr,TCR-CD3 inh,HTRA1 inh,TDP2 absorb,LEDGF integ inh,PRMT1 FP inh,SIAE primary,PG9 binder
C=CCOc1cccc(C(=O)N2CCCC(Nc3ccc4c(c3)OCCO4)C2)c1 (centres undefined),1,0,-2,-5,4,-3,-6,5,5,-3.7
Cc1cccc(OCC(=O)N(Cc2ccc(N(C)C)cc2)C2CCS(=O)(=O)C2)c1 (centres undefined),13,-6,1,-5,3,3,-3,4,-3,-1.7
COCCCNC(=O)c1c(N)n(-c2ccc3c(c2)OCO3)c2nc3ccccc3nc12,-10,10,-7,11,-1,-6,-2,1,2,-2.0
O=C(C1=NOC2(C1)C(=O)N(Cc1ccccc1)c1ccccc12)N1CCOCC1 (centres undefined),1,-4,3,1,x,-5,4,1,8,0.5
Cc1cc(C)c(C(O)c2ncc(-c3cccc(F)c3)[nH]2)c(C)c1 (centres undefined),-11,2,2,-6,x,-4,5,-3,0,0.6
CC1(c2ccccc2)NC(=O)N(CC(=O)NCCC2=CCCCC2)C1=O (centres undefined),1,-6,2,3,-6,5,0,-2,-1,0.4
c1ccc(C[C@H]2CN=C(Nc3ccccc3)N2CCCC2CCCCC2)cc1,5,-2,-1,4,-10,-8,-3,0,-6,0.4
Cc1cccc(OC(C)C(=O)Nc2ccccc2C(=O)N2CCCCC2)c1 (centres undefined),2,5,-2,7,0,7,0,2,1,-0.1
C[C@@H]1CN([C@H](C)CO)C(=O)CCCn2nncc2CO[C@H]1CN(C)C(=O)c1cc(-c2ccccc2)on1,1,2,2,-7,1,-5,-4,0,1,-2.1
COc1ccc(CCNC(=O)c2ccccc2NS(=O)(=O)c2c(F)cccc2F)cc1,-2,-4,0,-4,-1,-13,-10,6,-3,2.0
CCOC(CNC(=O)c1[nH]c(C(F)(F)F)nc1-c1ccccc1)OCC,3,-2,0,2,x,-1,0,0,3,-1.0
CCO[C@H]1OC(C(=O)N2CCOCC2)=C[C@@H](c2coc3ccccc3c2=O)[C@@H]1CCCO,1,-5,-2,3,1,8,-1,1,-1,-0.2
COc1ccc(C(CNC(=O)c2cc3ccccc3cc2O)N2CCOCC2)cc1 (centres undefined),3,1,-2,4,-16,-7,-1,-2,9,0.4
Cc1ccc(C(=O)COC(=O)c2cn(-c3ccccc3)nc2-c2ccccc2)cc1[N+](=O)[O-],5,0,3,-2,-3,8,-3,-2,-13,-1.7
CC(C(=O)Nc1cccc([N+](=O)[O-])c1)n1nnc2ccccc21 (centres undefined),6,4,-4,5,-1,2,82*,0,0,0.3
O=C(c1ccccc1F)N1CCOCC1,6,3,1,0,-2,-13,-10,6,-2,0.8
CC(=O)c1cccc(NS(=O)(=O)c2cc(-c3cnc(C4CC4)o3)ccc2C)c1,9,-3,-2,0,-8,6,0,-1,-8,-1.8
CNc1cnc(-c2ccc(C(=O)N3CCOCC3)cc2)cn1,-2,-8,1,-4,x,-2,0,-2,6,-1.2
O=C(COC(=O)C(Cc1ccccc1)NC(=O)c1ccc(Cl)cc1)c1ccc(Cl)cc1 (centres undefined),-2,-6,3,1,-14,4,-3,-1,-31,-1.0
C#CCN(N(C)c1ncc(C(F)(F)F)cc1Cl)S(=O)(=O)c1ccc2ccccc2c1,0,-5,4,-3,-14,0,0,1,-5,0.5
CN(C)c1ccc(C2SCCN2C(=O)c2ccc([N+](=O)[O-])cc2)cc1 (centres undefined),2,4,-2,-5,-1,-9,3,3,19*,-1.8
CCCCc1ccc(S(=O)(=O)NC2CCS(=O)(=O)C2)cc1 (centres undefined),3,3,0,1,5,8,1,-2,6,-0.6
CCSc1nnc(Cn2c(=O)sc3ccccc32)n1-c1ccccc1C,0,2,-1,-5,3,8,0,3,6,0.6
CC(=O)C12C3C4C(C5C1C3C5(Br)C41OCCO1)C21OCCO1 (centres undefined),0,1,0,2,4,-6,-5,-1,-5,1.1
Cc1ccc(N2CCCCn3c2nc2c3c(=O)[nH]c(=O)n2C)cc1,-4,-6,3,-7,4,-12,-1,-2,1,-2.0
COc1ccc(-c2nc3ccc(Cl)cn3c2Cc2ccsc2)cc1OC,5,3,8,11,x,-6,-2,3,3,-0.7
Cc1ccsc1/C=C/C1=Cc2c(sc(NC(=O)CSc3n[nH]c(N)n3)c2C#N)C(C)(C)C1,-6,0,8,-4,-21,0,18*,41*,-14,-3.1
CCOc1ccc(C(=O)CN2C(=O)NC3(CCCc4ccccc43)C2=O)cc1 (centres undefined),-5,1,0,-5,-7,4,-2,4,-6,-13
CCn1c(SCC(=O)Nc2ccc(NC(C)=O)cc2)nc2c([nH]c3ccccc32)c1=O,6,9,3,2,-4,15,2,0,-14,-0.9
COc1ccc(S(=O)(=O)N2c3ccccc3OCC2CC(=O)O)cc1 (centres undefined),-1,4,2,0,-1,-6,-3,0,-7,-1.4
O=C(Nc1nc2c(s1)CN(Cc1ccccc1)CC2)C1CCCC1,4,-7,1,-6,-10,1,-4,8,-1,1.5
Cc1cccc(N=Nc2c(C)[nH]n(C(N)=S)c2=O)c1C,10,1,-27,-9,x,2,-2,3,0,-2.9
COc1cccc(C2SCC(=O)N2c2ccc(C)cc2)c1OC (centres undefined),5,-3,-5,-3,-3,-9,5,-4,8,-4.0
NS(=O)(=O)c1ccc(CCNC(=O)c2cc(-c3ccccc3)nc3ccccc23)cc1,-15,1,-1,-2,-17,3,-1,-2,0,0.6
O=C(Nc1ccc2c(c1)OCCO2)C(C1CC1)N1CCN(C/C=C/c2ccccc2)CC1 (centres undefined),-1,-4,-3,2,x,-1,4,-1,4,-1.1
CCOc1ccc(N2Nc3n[nH]c(N)c3N2)cc1,7,0,-8,3,10,-3,0,0,3,-6.7
CC(=O)Nc1ccc(S(=O)(=O)NC2(C(F)(F)F)C(=O)NC(C)=C2C#N)cc1 (centres undefined),0,-2,0,-1,0,-2,6,1,1,-2.0
CCCCS(=O)(=O)Nc1ccc(C(=O)NCC2CCCO2)cc1 (centres undefined),0,-3,4,0,5,4,0,0,5,-0.7
Cc1cc(Br)cn2c(Cc3cccc(F)c3)c(-c3cccc(Br)c3)nc12,-40,-1,4,1,x,-5,-6,-3,-5,5.1
Cc1ccc(O)c(NC(=S)NC(=O)Cc2ccc(Cl)cc2)c1,3,-2,2,-1,-12,-5,2,-3,-4,-2.4
CCCN1CCN(CCCNC(=O)Cn2nc(-c3ccc(C)cc3)ccc2=O)CC1,3,2,-2,0,5,11,3,-2,0,0.0
COC(=O)CNC(=O)CNC(=O)c1nn(-c2ccc(OC)c(Cl)c2)c(=O)c2ccccc12,11,-1,-2,7,1,8,-1,2,-5,-0.4
